From PubChem BioAssay
RAD52 inh – RAD52 (human) annealing inhibition. AID 651710. 0.46% of 360,000 active. recombinant RAD52 DNA annealing, FRET fluorescence. P43351. inhibition, % at 18.7 µM;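 active = every replicate showing at least 50% inhibition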
E-sel inducer – E-selectin induction on HUVECs | HUVEC E-selectin immunofluorescence imaging; normalized: neutral wells 0, TNF-alpha wells 100 | activation, % at 7.58 µM | 0.37% of 260,000 active | AID 686992;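 active = mean E-selectin-positive cell signal at least 10% of the positive control, reached in at least 60% of replicates, without over 20% cell loss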;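 also: in these data hits start at about 27%; measured in HUVEC primary endothelial cells; signal is the percent of cells scored E-selectin positive by PE staining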
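Assay system: HUVEC, human umbilical vein endothelial cells / Amount: 3,000 HUVEC/well / Controls: TNF-alpha positive control, DMSO neutral control / Compound dosing: single concentration / Medium: EGM-2 over gelatin coat / Evaluation: percent E-selectin-positive cells / Signal: immunofluorescence imaging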
esBAF inh – SWI/SNF esBAF complex inhibition. mouse ES cells, Bmi1-luciferase knock-in reporter, 24 h; 100% = twice the neutral-well signal. reporter increase, % at 12.5 µM. 2% of 350,000 active. AID 602393; in the data active = activation above about 40%;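 also: 0% = median of the plate's neutral control wells and 100% = double that signal; a rise in the Bmi1 reporter signal indicates esBAF inhibition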
RAD54 inh – RAD54 (human) branch migration inhibition. Q92698. RAD54 Holliday junction branch migration, FAM/BHQ fluorescence. inhibition, % at 10.4 µM. 0.14% of 360,000 active;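 active = mean normalized replicate activity at least 40 and at least half of replicates scoring 40 or more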;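 also: 0% = median of neutral control wells and 100% = median of positive control wells; inhibitors cause a drop in the FAM fluorescence signal; in these data hits start at about 50%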
Target sequence (Q92698 whole entry, looked up): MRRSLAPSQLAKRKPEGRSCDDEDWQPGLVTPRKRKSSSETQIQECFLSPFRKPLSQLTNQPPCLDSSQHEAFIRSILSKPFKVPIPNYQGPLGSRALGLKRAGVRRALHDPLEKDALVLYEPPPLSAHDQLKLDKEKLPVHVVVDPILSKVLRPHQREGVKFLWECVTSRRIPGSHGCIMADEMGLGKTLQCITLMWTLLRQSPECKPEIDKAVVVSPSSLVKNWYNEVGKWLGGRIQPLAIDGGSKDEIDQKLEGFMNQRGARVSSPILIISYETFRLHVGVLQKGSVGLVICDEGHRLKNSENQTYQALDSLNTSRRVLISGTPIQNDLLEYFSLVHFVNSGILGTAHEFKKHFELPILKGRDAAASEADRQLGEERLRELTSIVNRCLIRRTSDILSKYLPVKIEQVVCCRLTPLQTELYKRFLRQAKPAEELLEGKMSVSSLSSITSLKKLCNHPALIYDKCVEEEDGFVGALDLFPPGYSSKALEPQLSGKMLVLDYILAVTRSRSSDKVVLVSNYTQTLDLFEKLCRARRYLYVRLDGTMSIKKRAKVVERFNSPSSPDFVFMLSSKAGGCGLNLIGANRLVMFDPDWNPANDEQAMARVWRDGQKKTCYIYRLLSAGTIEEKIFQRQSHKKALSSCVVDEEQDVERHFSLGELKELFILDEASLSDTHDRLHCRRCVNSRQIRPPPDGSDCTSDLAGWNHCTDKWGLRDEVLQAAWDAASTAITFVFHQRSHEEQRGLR
S100A4 MyoIIA – inhibitors of human S100A4 binding to myosin IIA peptide. P26447. S100A4/TAMRA-MyoIIA peptide fluorescence polarization. inhibition, % at 10.7 µM. 0.14% of 360,000 active;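 active = mean inhibition of at least 70% across replicates, with every replicate also reaching that level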
Target sequence (P26447 whole entry, looked up): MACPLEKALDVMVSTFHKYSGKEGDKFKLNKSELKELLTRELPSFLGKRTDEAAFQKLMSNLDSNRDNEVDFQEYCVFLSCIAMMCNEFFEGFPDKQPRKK
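Material: human S100A4 monomer with TAMRA-labelled myosin IIA peptide; buffer or medium: HEPES pH 7.2 with CaCl2, KCl, NaCl, DTT, Triton; compound dosing: one concentration per compound; schedule: 5 min incubation before reading; benchmarks: neutral control DMSO, positive control TFP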
XiGFP reactiv – X-chromosome reactivation activator. XiGFP mouse fibroblasts, % GFP-positive cells imaging, 3 d; cells co-treated with 5-aza-dC sensitizer; scaled so ellipticine positive control = 100%. activation, % at 7.58 µM. 0.055% of 360,000 active. AID 743238;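 active = mean normalized replicate activation at least 10% and every replicate at or above 10%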;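 also: 0% = median of on-plate neutral control wells and 100% = ellipticine 6 µM median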
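Material: XiGFP fibroblasts, SV40-immortalized; Buffer or medium: DMEM containing 5-aza-dC; Compound dosing: single point; Times: 3 days compound exposure.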
FN deposition inh – fibronectin deposition inhibition. AH1F fibroblasts, Alexa488-fibronectin deposition fluorescence, overnight. inhibition, % at 12.6 µM. 0.086% of 350,000 active;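 active = mean inhibition across replicates of 30% or more, regardless of how many single replicates reach that level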;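 also: positive control wells lacked labelled fibronectin entirely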
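Schedule: 1 h cell adhesion before compound, then overnight fibronectin incubation; test system: AH1F fibroblast monolayer depositing Alexa488-labelled fibronectin into matrix; quantity: 10000 AH1F cells per well; probe or stimulus: fluorescent fibronectin at 24 nM final; signal: fluorescence, ex 485 nm, em 525 nm; evaluation: percent inhibition as loss of matrix-bound fibronectin fluorescence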
EWS-Fli inh – inhibitors of EWS/Fli oncoprotein transcriptional activity | 0.67% of 350,000 active | A673 NR0B1-luciferase reporter, viability-normalised | inhibition, % at 12.6 µM;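 active = mean inhibition of at least 50% after viability correction, with every replicate also passing that limit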;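 also: firefly luciferase signal divided by Alamar Blue viability fluorescence both relative to DMSO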
* hit, by the source's call; x = not tested or not shown.

SMILES | RAD52 inh | E-sel inducer | esBAF inh | RAD54 inh | S100A4 MyoIIA | XiGFP reactiv | FN deposition inh | EWS-Fli inh
CC(C)(C)CN1C(=O)C(=O)NC[C@@H]1CCCCN | -18 | 0.5 | -1 | -6 | 0 | 0.0 | 17 | 3
CC1=NN(C(=O)Cn2nc([N+](=O)[O-])c(Br)c2C)C(O)(C(F)(F)F)C1 (configuration not stated) | -5 | 0.6 | x | x | -3 | 0.4 | 3 | 4
CCC(=O)N1CCc2cc(Br)cc(S(=O)(=O)N(C)c3ccc(OC)cc3OC)c21 | 0 | 2.0 | 2 | -8 | 3 | 0.0 | 4 | -17
CCC(C)c1ccccc1NC(=O)CN(CC)CC(=O)Nc1ccc2c(c1)OCCO2 (configuration not stated) | -14 | x | 15 | 2 | -2 | 0.3 | -1 | -4
CC(=O)N(C)C[C@@H]1Oc2cc(C#C[C@H](C)O)ccc2S(=O)(=O)N([C@@H](C)CO)C[C@H]1C | -10 | -0.1 | -1 | 0 | 0 | -0.2 | x | -10
Nc1c(Cl)cc(C2=NCCn3c2c2ccc(C(F)(F)F)cc2[n+]3[O-])cc1Cl | -7 | 0.0 | 0 | 5 | -3 | -0.1 | 13 | 27
CC(C)CC#Cc1cnc2c(c1)C(=O)N([C@H](C)CO)C[C@@H](C)[C@H](CN(C)C(=O)CC1CC1)O2 | -3 | -0.2 | 2 | -11 | -9 | -0.6 | x | -7
Cc1sc2nc(CC(=O)N3CCCC3)[nH]c(=O)c2c1C | 2 | x | x | x | -2 | 0.1 | -3 | 6
C[C@H]1CN([C@@H](C)CO)C(=O)Cc2cc(NS(=O)(=O)c3ccccc3)ccc2O[C@@H]1CN(C)Cc1ccc(C(=O)O)cc1 | -1 | -0.1 | -3 | x | -2 | 0.0 | 3 | -12
C[C@H](CO)N1C[C@H](C)[C@H](CN(C)Cc2ccc(Cl)c(Cl)c2)OCc2ccccc2-c2ccccc2C1=O | -1 | 0.8 | x | x | 13 | -0.3 | -9 | 10
CCc1cccc2c(C(=O)CCl)c[nH]c12 | -1 | x | -9 | -10 | 3 | 0.1 | 1 | 15
O=C(Cc1ccc(NC(=O)C2CCCN(C(=O)C3CCCCC3)C2)cc1)Nc1cccc(C(=O)N2CCCC2)c1 (configuration not stated) | -33 | 0.4 | 2 | 8 | 2 | 0.0 | -9 | -2
CC(=O)N1[C@H](CNC(=O)C2CC2)[C@H](c2ccc(-c3ccc(F)cc3)cc2)[C@@H]1CO | -13 | -0.1 | 4 | 5 | 2 | 0.0 | 14 | 4
COc1ccccc1OCCn1nc2ccccc2c1OC | -12 | 0.0 | x | x | 2 | -0.1 | 1 | -16
COCCNc1nc(NCc2ccccc2F)c2sccc2n1 | -23 | 0.2 | -10 | 1 | 8 | 0.1 | 0 | 11
CO[C@H]1CC[C@H]2CCOc3c(C#N)cccc3C(=O)N(C)C[C@@H](OC)[C@H](C)C(=O)N(C)C[C@H]1O2 | -2 | 0.3 | 0 | 3 | 9 | 0.2 | -2 | 4
CC(C)(C)NC(=O)C(c1ccccc1)N(C(=O)CNC(=O)c1cccs1)c1cccnc1 (configuration not stated) | -14 | x | -5 | 12 | -7 | 0.0 | 8 | x
Cc1cccc(OCc2occc2C(=O)Nc2cccc(-n3cnnn3)c2)c1 | -21 | x | 5 | 10 | 6 | 0.0 | 11 | 5
O=C1N[C@H](c2ccccc2)COCn2nncc2CC[C@H]1Cc1ccccc1 | 11 | 0.1 | x | x | 6 | 0.4 | 3 | 0
Cc1ccc(SCCOCCN2CCc3ccccc3C2)cc1 | -11 | 0.1 | 2 | 10 | 7 | 0.0 | 2 | 2

2 of the compounds above, field by field.
CO[C@H]1CC[C@H]2CCOc3c(C#N)cccc3C(=O)N(C)C[C@@H](OC)[C@H](C)C(=O)N(C)C[C@H]1O2
  RAD52 inh: -2
  E-sel inducer: 0.3
  esBAF inh: 0
  RAD54 inh: 3
  S100A4 MyoIIA: 9
  XiGFP reactiv: 0.2
  FN deposition inh: -2
  EWS-Fli inh: 4

O=C1N[C@H](c2ccccc2)COCn2nncc2CC[C@H]1Cc1ccccc1
  RAD52 inh: 11
  E-sel inducer: 0.1
  esBAF inh: x
  RAD54 inh: x
  S100A4 MyoIIA: 6
  XiGFP reactiv: 0.4
  FN deposition inh: 3
  EWS-Fli inh: 0

Other structures follow:
SMILES | RAD52 inh | E-sel inducer | esBAF inh | RAD54 inh | S100A4 MyoIIA | XiGFP reactiv | FN deposition inh | EWS-Fli inh
Cc1cccc(C)c1NC(=O)COC(=O)c1ccccc1O | -11 | -0.1 | 1 | -6 | -6 | 0.1 | 7 | -7
CCCC#Cc1ccc2c(c1)O[C@@H](CN(C)C(=O)NCCC)[C@H](C)CN([C@H](C)CO)S2(=O)=O | -2 | 0.1 | 10 | -9 | 0 | -0.2 | x | 7
O=C(N[C@@H]1C=C[C@H](CC(=O)N2CCOCC2)O[C@H]1CO)c1cccc(F)c1 | -9 | -0.1 | -2 | 6 | -12 | 0.0 | -8 | -1
CCc1cccc(C)c1NC(=O)COC(=O)CC1CCCC1 | -10 | x | 3 | -6 | 1 | 0.0 | 11 | -1
COc1ccccc1S(=O)(=O)Nc1cccc(S(=O)(=O)N2CCCC2)c1 | -2 | 0.0 | x | 1 | -1 | 0.0 | 5 | -2
O=C(N/N=C/c1ccoc1)c1cccc(OC(F)(F)C(F)F)c1 | -14 | x | x | x | 0 | 0.1 | 1 | -14
Cc1ccc(S(=O)(=O)N2CCC(=O)N([C@H](COCc3ccc(Cl)cc3)C(C)C)CC2)cc1 | -15 | -0.2 | x | x | -1 | 0.0 | -2 | 0
COc1ccc(NC(=O)N(C)C[C@H]2OCc3ccccc3-c3c(n(C)c4ccccc34)C(=O)N([C@@H](C)CO)C[C@H]2C)cc1 | 10 | -0.3 | 5 | -8 | 4 | -0.2 | 10 | -16
COc1cccc(-c2ccc([C@@H]3[C@@H](CO)N4C(=O)CN(C(=O)C5CCCCC5)C[C@H]34)cc2)c1 | -18 | 0.5 | x | x | -9 | 0.4 | x | 1
Cc1cc(Cl)ccc1OCC(=O)NNC(=O)C1CCCO1 (configuration not stated) | -20 | 0.2 | x | x | -2 | 0.0 | -3 | 1
CC(C)(C)c1nnc(NS(=O)(=O)c2ccc(F)cc2)s1 | -9 | x | -3 | 4 | -1 | -0.1 | 2 | 3
CC1CN(S(=O)(=O)c2ccc(C(=O)N3c4ccccc4CC3C)cc2)CC(C)O1 (configuration not stated) | -1 | -0.3 | 4 | 0 | -2 | 0.7 | -7 | -1
Cc1cc(C)n2nc(SCC(=O)N(C)C3CCCCC3)nc2n1 | -12 | x | 1 | 5 | 33 | 0.1 | x | -7
CCNC(=O)Nc1ccc2c(c1)C(=O)N(C)[C@@H]1CC[C@@H](CC(=O)NCCN3CCCC3)O[C@H]1CO2 | x | -0.1 | 4 | 1 | x | 0.2 | -12 | -1
NC(=O)CN1C(=O)NC2(CCCc3ccccc32)C1=O (configuration not stated) | -11 | -0.1 | x | -7 | -4 | 0.2 | x | 5
O=C1C(c2c(O)[nH]c3ccccc23)=Nc2ccccc21 | -9 | 1.1 | 10 | -4 | -6 | 0.1 | -7 | -29
CCOc1ccc(NC(=O)CCC(=O)NNC(=O)COc2ccc(C)cc2)cc1 | -3 | x | x | x | 1 | 0.0 | x | -9
COc1ccc(C2(C(=O)Nc3ccccc3)CCOCC2)cc1 | -16 | x | x | x | -3 | -0.1 | 4 | 5
O=C(/C=C/c1ccco1)Nc1cccc(S(=O)(=O)N2CCOCC2)c1 | x | x | 10 | -5 | x | 0.2 | 1 | x
Nn1c(SCC(=O)Nc2ccc(OC(F)F)cc2)nnc1-c1ccco1 | -8 | 1.5 | -5 | 0 | 0 | 0.0 | 1 | 3
CC(C)N(C)C(=O)CCc1nnc(CCc2c[nH]c3ccccc23)o1 | x | x | 11 | -10 | x | 0.0 | 1 | x
COc1ccc(C2CC(c3ccccc3)=NN2C(=O)CN2N=NC3C(=O)N(c4cccc(F)c4)C(=O)C32)cc1 (configuration not stated) | -11 | 0.1 | x | x | -2 | 0.0 | -2 | -15
CN1C(=O)c2cc(NC(=O)c3cccc(Cl)c3)ccc2OC[C@H]2O[C@@H](CC(=O)NC3CCCCC3)CC[C@H]21 | x | -0.3 | 14 | -11 | x | 0.0 | -11 | 17
CCOC(=O)c1c(-c2ccc(N(C)C)cc2)oc2c1C(OC)CC2 (configuration not stated) | -7 | -0.2 | x | x | 1 | 0.1 | 14 | -14
Cc1cc(NC(=O)COC(=O)COc2ccc3c4c(c(=O)oc3c2)CCC4)no1 | -11 | x | x | x | 9 | 0.4 | 0 | -10
CC(C)(C)c1ccc(C(=S)N2CCN(c3ccccc3)CC2)cc1 | -3 | x | -14 | 9 | 4 | 0.2 | -10 | 15
NC(=O)C1CCN(CCS(=O)(=O)c2ccc(Cl)cc2)CC1 | -9 | x | x | x | 0 | 0.2 | 4 | -5
O=C(C[C@@H]1C=C[C@H](NC(=O)CN2CCOCC2)[C@@H](CO)O1)NCc1cccc(F)c1 | -5 | 0.0 | 1 | -4 | 13 | 0.4 | 3 | 3
CC(C)(C)C1CCC(=O)N(CCSc2ccccc2)CC1 (configuration not stated) | 9 | x | 62* | -5 | 0 | 0.0 | -4 | -96
Cc1ccc(S(=O)(=O)N[C@H]2CC[C@@H](CCn3cc(C(C)C)nn3)O[C@H]2CO)cc1 | -7 | -0.5 | -2 | -2 | 0 | -0.5 | x | 2
CCCC(=O)Nc1ccc2c(c1)C(=O)N(C)[C@@H]1CC[C@H](CC(=O)NCCc3ccncc3)O[C@@H]1CO2 | 10 | 0.0 | 0 | 4 | 7 | 0.3 | -4 | 2
COc1cccc(C(=O)N2CCN(Cc3nc(-c4ccoc4)oc3C)CC2)c1 | -21 | 0.1 | -9 | 5 | 5 | 0.0 | -1 | 2
Cc1ccc(CN2CCN(Cc3nc(C(C)C)cs3)CC2CCO)cc1 (configuration not stated) | -14 | -0.9 | x | x | -3 | 0.3 | -6 | 4
CN1c2ccc(-c3ccc(F)cc3)cc2[C@H]2[C@H](CCN2C(=O)c2ccncc2)[C@@H]1CO | -4 | 0.2 | -13 | 9 | -4 | 0.3 | -8 | -1
CC(=O)NC(c1ccccc1)c1nc(-c2ccc(S(C)(=O)=O)cc2)cs1 (configuration not stated) | -13 | -0.8 | 5 | 0 | 0 | -0.1 | 3 | -7
O=C(O)c1cccc2c1C(=O)c1ccc(-c3ccc(F)cc3F)cc1S2(=O)=O | -8 | -0.1 | -3 | 3 | -1 | 0.0 | 3 | -15
Oc1ccccc1N1CCN(c2ncnc3sc(-c4ccccc4)cc23)CC1 | -6 | -0.6 | -4 | -8 | 2 | -0.2 | -4 | 1
Cc1c(NC(=O)COc2c(F)c(F)c(F)c(F)c2F)c(=O)n(-c2ccccc2)n1C | -6 | 0.2 | -2 | 0 | -5 | 0.5 | 6 | 0
Cc1cccc(NC(=O)Nc2cccnc2)c1C | -11 | 0.5 | 4 | 0 | -17 | 0.0 | x | -8
Cc1ccnn1-c1ccc(C(=O)NCc2ccccc2CN2CCOCC2)cc1 | -7 | -0.2 | 0 | x | -1 | 0.0 | 3 | 6
COc1cc(Cn2nnc3ccccc32)cc(Br)c1O | -4 | 0.3 | -1 | -5 | 2 | 0.0 | 3 | 6

Rows were taken by chance (roughly 3% active in at least one column).
